# SARS 3CLpro inh: SARS-CoV 3CLpro protease inhibition; hit rate 0.14% among 290,000; recombinant SARS-CoV 3CLpro, quenched FRET peptide cleavage; inhibition, % at 6 µM; in the data active means inhibition above about 12%
# Anthrax LF prot: inhibitors of Bacillus anthracis lethal factor protease | AID 588501 | P15917 | inhibition, % at 10 µM | multiplex microsphere protease cleavage assay, LF | hit rate 0.12% among 360,000; further: plate controls were buffer without enzyme for full effect and enzyme alone for no effect
# Target sequence (P15917 whole entry, looked up): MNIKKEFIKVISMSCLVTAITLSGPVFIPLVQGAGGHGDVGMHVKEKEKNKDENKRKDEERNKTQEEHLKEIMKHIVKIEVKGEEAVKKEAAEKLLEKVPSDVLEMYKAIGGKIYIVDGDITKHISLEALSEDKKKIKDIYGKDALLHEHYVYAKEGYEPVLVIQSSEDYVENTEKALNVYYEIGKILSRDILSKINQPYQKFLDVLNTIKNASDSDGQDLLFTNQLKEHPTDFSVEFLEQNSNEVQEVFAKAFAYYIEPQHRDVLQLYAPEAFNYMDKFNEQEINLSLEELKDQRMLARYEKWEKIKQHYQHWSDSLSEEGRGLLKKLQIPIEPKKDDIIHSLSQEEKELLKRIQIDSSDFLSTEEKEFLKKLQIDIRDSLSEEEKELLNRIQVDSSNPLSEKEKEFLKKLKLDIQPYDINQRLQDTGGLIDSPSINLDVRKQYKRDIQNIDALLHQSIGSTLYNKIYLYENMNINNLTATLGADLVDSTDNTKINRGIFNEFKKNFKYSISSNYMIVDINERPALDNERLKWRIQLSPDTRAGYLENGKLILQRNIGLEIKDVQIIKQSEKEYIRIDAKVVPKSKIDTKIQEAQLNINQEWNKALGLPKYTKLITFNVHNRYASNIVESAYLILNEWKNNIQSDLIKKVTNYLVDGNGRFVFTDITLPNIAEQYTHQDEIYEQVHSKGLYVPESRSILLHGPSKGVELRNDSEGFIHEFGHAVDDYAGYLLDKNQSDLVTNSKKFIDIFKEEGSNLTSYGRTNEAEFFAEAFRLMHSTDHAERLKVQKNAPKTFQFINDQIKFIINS
# Rv3671c inh: Rv3671c (M. tuberculosis) protease inhibition. inhibition, % at 5.96 µM. hit rate 0.048% among 320,000. AID 2606; in the data active means inhibition above about 38%;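 further: extracellular domain of Rv3671c used as enzyme; 0% = enzyme with DMSO and 100% = no enzyme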
# CCHF vOTU inh: blocks the CCHF virus ovarian tumor domain protease. CCHFV vOTU protease, Pep-AMC fluorescence. inhibition, % at 11.5 µM. hit rate 0.55% among 370,000; in the data active means inhibition above about 30%; further: 0% = vehicle wells with enzyme and 100% = no enzyme wells
# VHR inh abs: blocks human VHR1 dual specificity phosphatase; P51452; recombinant VHR phosphatase, pNPP absorbance; inhibition, % at 13.3 µM; hit rate 0.52% among 290,000; in the data active means inhibition above about 50%; further: some compounds called inactive have numbers as strong as hits
# Target sequence (P51452 whole entry, looked up): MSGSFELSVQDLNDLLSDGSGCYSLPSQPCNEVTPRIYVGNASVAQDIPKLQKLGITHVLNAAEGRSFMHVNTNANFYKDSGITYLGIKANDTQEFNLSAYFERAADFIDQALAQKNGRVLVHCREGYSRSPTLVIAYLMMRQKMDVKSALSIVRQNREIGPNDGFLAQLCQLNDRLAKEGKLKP
# PrPC surface inh: inhibitors of human cell surface prion protein PrPC; P04156; TR-FRET read-out; inhibition, % at 13.8 µM; hit rate 0.43% among 370,000; in the data active means inhibition above about 24%; further: 0% = median of the test wells and 100% = reference compound wells
# PriA SSB inh: K. pneumoniae PriA-SSBct interaction inhibition. AlphaScreen SSBct-PriA binding, biotinylated peptide. hit rate 0.6% among 430,000. inhibition, % at 33 µM; in the data active means inhibition mostly above about 37%, no sharp cut-off; inactive means mostly below about 20%;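 further: plate controls were negative control peptide for no effect and reference peptide for full effect; strong numbers were not always called active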
# BoNT-A LC inh2: inhibitors of Botulinum neurotoxin A light chain protease; multiplex microsphere protease substrate cleavage, flow cytometry; inhibition, % at 10 µM; hit rate 0.17% among 360,000; AID 588499; further: plate controls were buffer without enzyme for full effect and enzyme alone for no effect
# MazEF act: increases E. coli MazEF RNase cleavage of RNA; P0AE70; FAM/BHQ RNA-DNA oligo cleavage fluorescence, 5 h; activation, % at 20 µM; hit rate 0.32% among 350,000; AID 504720; in the data active means activation above about 50%
# Target sequence (P0AE70 whole entry, looked up): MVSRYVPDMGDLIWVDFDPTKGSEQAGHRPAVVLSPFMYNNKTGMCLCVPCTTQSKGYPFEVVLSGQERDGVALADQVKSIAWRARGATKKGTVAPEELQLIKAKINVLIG
# BoNT-F LC inh: inhibitors of Botulinum neurotoxin F light chain protease | inhibition, % at 10 µM | Multiplex microsphere protease cleavage assay, flow cytometry | AID 588497 | hit rate 0.22% among 360,000; in the data active means inhibition above about 35%, passing the limit was not always enough; inconclusive means no clear call, values can overlap the other calls; further: plate controls were buffer without enzyme for full effect and enzyme alone for no effect
# * = called active by the depositor; u = inconclusive; x = no result given. Unless noted, no stated cut-off is given here; in the data, active means inhibition above about 30%; inconclusive means no clear call, values can overlap the other calls; inactive means below that. Some of the compounds tested; count on the stated rates, not on these rows.
SMILES,SARS 3CLpro inh,Anthrax LF prot,Rv3671c inh,CCHF vOTU inh,VHR inh abs,PrPC surface inh,PriA SSB inh,BoNT-A LC inh2,MazEF act,BoNT-F LC inh
COC(=O)COc1ccc(S(=O)(=O)Nc2cc([N+](=O)[O-])ccc2C)cc1,0,-5,4,-1,14,0,2,0.8,11,-4
Cn1c(N/N=C/c2cccs2)nc2c1c(=O)n(Cc1ccccc1)c(=O)n2C,4,-1,-6,28,14,3,x,-0.7,-10,2
CC(C)N1C/C(=C/c2ccsc2)C(=O)/C(=C/c2ccsc2)C1,-1,-2,-8,-8,13,1,-1,-0.2,-4,-8
O=C(COc1ccccc1)Nc1ccc2[nH]c(=O)[nH]c2c1,-5,-6,-2,-8,33,2,8,0.2,-7,-5
Cc1ccccc1-n1nc(C)c2c1N=C1C(Cl)=CC(Cl)=CN1C2c1ccc(C(=O)O)cc1 (centres undefined),3,-1,-9,5,-2,-3,1,2.5,6,15
O=C(Nc1nnc([C@H]2C[C@H](O)[C@@H](CO)O2)s1)c1cccc(C(F)(F)F)c1,x,-4,x,-6,x,6,x,-0.6,x,3
O=c1c2ccccc2ncn1-c1cccc(Cl)c1,2,0,5,-3,20,5,1,-1.0,-17,-3
Cc1nnc(SCc2nc3scc(-c4ccccc4)c3c(=O)[nH]2)s1,1,-9,0,16,10,4,2,0.6,-13,-4
N#Cc1ccccc1NC(=O)C1CCCO1 (centres undefined),x,-4,x,-14,x,-10,x,0.2,6,0
O=C(Cc1ccc([N+](=O)[O-])cc1)c1ccc(O)cc1O,1,-6,2,3,-21,-17,4,-0.5,0,-7
Cn1cc(C(=O)N2CCCC(Nc3ccc(F)cc3)C2)c2ccccc21 (centres undefined),5,0,-2,8,6,-1,6,-0.2,-5,-4
Cc1cc(/C=C2\C(=O)NC(=O)N(c3cccc(F)c3)C2=O)c(C)n1-c1ccc(C(=O)O)c(Cl)c1,0,-3,4,0,5,-4,10,2.9,-6,u
COc1ccc(/C=N/n2cnc3c([nH]c4ccc(F)cc43)c2=O)cc1CSc1ccccn1,0,6,12,-3,-4,1,x,0.1,-13,3
Cc1cccc(C)c1-n1c(C)cc(/C=N/NC(N)=S)c1C,2,-5,2,3,-14,8,x,0.3,-2,-8
Cc1nc(CNS(=O)(=O)c2cc(C)c(C)cc2C)cs1,-5,-3,5,-1,-12,2,-8,2.2,-1,7
Cc1c(C(=O)NCc2ccc3c(c2)OCCO3)sc(=O)n1Cc1cccc(C(F)(F)F)c1,x,-3,x,4,x,1,x,-0.8,x,-6
Cc1cccc(NC(=O)CN2C(=O)S/C(=C\c3ccccn3)C2=O)c1,3,2,-1,-4,13,-11,-9,-1.6,-21,-8
CCc1nnc(NS(=O)(=O)c2ccc(NC(=S)NC(=O)c3ccncc3)cc2)s1,2,-1,4,-11,13,-10,5,-0.8,-5,6
NC1=NC(=O)/C(=C\c2cc([N+](=O)[O-])ccc2Cl)S1,3,1,-1,-2,11,-16,-6,0.4,13,-1
CN(c1ccc(C(=O)Nc2ccc(F)cc2F)cc1)S(=O)(=O)c1ccccc1,4,x,-3,-11,14,12,0,x,7,x
Cc1ccc(C(=O)Oc2ccc(-c3nnco3)cc2)o1,x,-2,3,0,x,0,-5,-0.5,-2,9
CC(=O)N1c2ccc(S(=O)(=O)N3CCC(C(=O)Nc4cccc(C)c4)CC3)cc2CC1C (centres undefined),2,1,7,-2,-20,6,-8,1.0,5,1
COC(=O)c1cccc(COC(=O)c2ccc(N(C)C)cc2)c1,3,1,-7,3,3,-2,-41,-0.8,-1,8
CCSc1nc(=S)n(-c2ccccc2)c(C)c1C(C)=O,-1,-7,-9,5,16,4,-9,0.3,2,4
O=C(COC(=O)CNC(=O)c1ccc(Cl)c([N+](=O)[O-])c1)NC(=O)CN1CCCC1=O,x,-8,5,-9,x,-11,-19,0.8,0,-8

# Overlap with the part before: 2 entries, then new ones.
SMILES,SARS 3CLpro inh,Anthrax LF prot,Rv3671c inh,CCHF vOTU inh,VHR inh abs,PrPC surface inh,PriA SSB inh,BoNT-A LC inh2,MazEF act,BoNT-F LC inh
CCSc1nc(=S)n(-c2ccccc2)c(C)c1C(C)=O,-1,-7,-9,5,16,4,-9,0.3,2,4
O=C(COC(=O)CNC(=O)c1ccc(Cl)c([N+](=O)[O-])c1)NC(=O)CN1CCCC1=O,x,-8,5,-9,x,-11,-19,0.8,0,-8
Cc1c(NC(=O)CN2C(=O)NC3(CCCCC3C)C2=O)cccc1[N+](=O)[O-] (centres undefined),x,-4,0,2,x,2,-6,-0.1,0,-2
COc1ccc(COC(=O)C2=C(C)NC(=O)NC2c2cc(OC)ccc2OC)cc1 (centres undefined),1,-9,-4,1,5,-8,-6,2.6,4,u
Cc1cc2ccccn2c1C(=O)c1ccc(C#N)cc1,-1,-8,-4,-8,6,-21,4,-0.9,-1,21
Cc1ccc(C2CC(C(F)(F)F)n3ncc(C(N)=O)c3N2)cc1 (centres undefined),-2,-4,10,4,-2,6,-14,-0.5,4,-4
Cc1ccn2cc(C(=O)Nc3nnc(C)s3)nc2c1,3,-2,-5,-13,36,-1,-1,-1.7,7,-8
c1csc(CCCN2CCCCC2)c1,x,-1,x,9,x,-1,-3,-0.9,9,0
O=C(C[n+]1ccccc1)N/N=C/c1ccc(F)cc1,2,-7,5,-4,14,11,x,0.5,16,-7
N#Cc1ccc(C(=O)N2CCCCC2c2cc(C(=O)NCc3ccccc3)no2)cc1 (centres undefined),x,3,x,-1,x,-11,x,-0.3,x,-7
C=CCONC(=O)c1cc(OCC(F)(F)F)ccc1OCC(F)(F)F,-2,-2,1,-4,17,1,-15,-3.2,8,-3
COc1cc2cnc(-c3cccnc3)cc2cc1OC,x,5,2,-6,x,6,-1,0.2,7,1
COc1ccccc1-c1nnc2n1N=C(c1ccc(O)c(O)c1)CS2,2,-3,21,x,10,x,14,1.3,5,-2
CCCCCc1nnc(NC(=O)c2ccc(=O)n(C)n2)s1,2,-5,4,12,22,3,4,-0.4,5,-5
Cc1ccc(NC(=O)CN2C(=O)C3CCCCN3C(=O)c3ccccc32)cc1 (centres undefined),0,2,4,3,-10,-1,-8,-0.1,3,-3
Cn1c(=O)c2c(ncn2CC(=O)N2CCN(S(=O)(=O)c3ccc(Cl)cc3)CC2)n(C)c1=O,4,7,1,-7,-2,-3,2,0.4,0,-3
COc1ccc(N(CC(=O)NCCSC2CCCCC2)S(=O)(=O)c2ccc(C)cc2)cc1,7,x,4,-3,14,-3,-10,x,5,x
O=C(COC(=O)c1ccccc1Br)NCC1CCCCC1,x,-5,-8,-14,x,0,-4,0.2,-7,2
COc1ccc(C(=O)N/N=C(\C)Cn2nc([N+](=O)[O-])cc2C)cc1,6,0,2,6,14,7,x,0.2,7,-6
COc1ccc(CNC(=O)C2CCC(=O)N(C3CCCCCC3)C2)c(OC)c1 (centres undefined),x,-8,x,-16,x,1,x,0.1,7,0
C=CCOC(=O)c1[nH]c2c(c1C)C(=O)CC(c1cc(OC)c(OC)c(OC)c1)C2 (centres undefined),-1,-6,0,x,21,x,-2,-0.2,-4,-4
CCCc1cnc(N2CCN(C(=O)c3ccc(F)cc3)CC2)nc1,2,3,0,-15,-2,2,-10,-4.3,-7,-5
COc1cc(O)c(C(C)=O)c2c1C=CC(C)(C)O2,x,-7,x,5,x,4,-21,-0.7,6,-6
C=CCOc1ccc(CN(C)CC(O)COc2cccc3ccccc23)cc1 (centres undefined),-1,2,3,14,34,-7,2,0.5,3,-2
CCc1cccc2c(N=O)c(O)[nH]c12,-1,0,13,-8,8,4,12,-0.2,4,0
Cc1ccccc1NC(=O)Cc1nc(COC(=O)COc2ccc(C(C)(C)C)cc2)cs1,x,-8,-12,22,x,4,-8,0.3,-9,1
Cc1cc(NC(=O)c2cccnc2Cl)ccc1NC(=O)c1cc2ccccc2o1,-2,0,-11,-11,0,5,7,0.1,7,-3

# Part of the list above in a different format.
SMILES | SARS 3CLpro inh | Anthrax LF prot | Rv3671c inh | CCHF vOTU inh | VHR inh abs | PrPC surface inh | PriA SSB inh | BoNT-A LC inh2 | MazEF act | BoNT-F LC inh
Cc1ccccc1NC(=O)Cc1nc(COC(=O)COc2ccc(C(C)(C)C)cc2)cs1 | x | -8 | -12 | 22 | x | 4 | -8 | 0.3 | -9 | 1
COc1ccc(COC(=O)C2=C(C)NC(=O)NC2c2cc(OC)ccc2OC)cc1 (centres undefined) | 1 | -9 | -4 | 1 | 5 | -8 | -6 | 2.6 | 4 | u
COc1ccc(C(=O)N/N=C(\C)Cn2nc([N+](=O)[O-])cc2C)cc1 | 6 | 0 | 2 | 6 | 14 | 7 | x | 0.2 | 7 | -6
Cc1ccc(C2CC(C(F)(F)F)n3ncc(C(N)=O)c3N2)cc1 (centres undefined) | -2 | -4 | 10 | 4 | -2 | 6 | -14 | -0.5 | 4 | -4

# Next section.
SMILES,SARS 3CLpro inh,Anthrax LF prot,Rv3671c inh,CCHF vOTU inh,VHR inh abs,PrPC surface inh,PriA SSB inh,BoNT-A LC inh2,MazEF act,BoNT-F LC inh
COc1ccc(S(=O)(=O)Nc2cc(C(=O)NC(C)C)ccc2N2CCOCC2)cc1,4,-4,3,-5,-10,6,-8,-2.1,15,-5
Cc1ccc(S(=O)(=O)c2cc3c(=O)n4cccc(C)c4nc3n(CC3CCCO3)c2=N)cc1C (centres undefined),0,-6,-2,-5,0,-7,-7,u,15,u
COc1ccccc1S(=O)(=O)Cc1ccc(C(=O)NCc2ccco2)o1,4,-2,2,9,24,1,0,0.7,7,-4
C/C(=N\Nc1cc(C(F)(F)F)ccc1Cl)c1ccncc1,2,-2,-6,6,8,-12,x,-0.1,-13,5
C[C@@H]1COC(=O)[C@H](NC(=O)OCC2c3ccccc3-c3ccccc32)C/C=C\C[C@@H](CC(=O)N(CCO)Cc2ccccc2)C(=O)N1,x,-10,1,x,x,x,2,0.7,1,-5
CCOC(=O)N1CCN(c2c(NCC3CCCO3)c(=O)c2=O)CC1 (centres undefined),-1,3,-6,-3,9,-3,-23,-0.7,-6,-2
COc1ccc(-c2nnc(N(C)C(=O)c3ccno3)s2)cc1,-2,-5,-9,2,9,-8,-13,0.7,0,-2
Cc1ccc(-c2noc(-c3cc4ccccc4oc3=O)n2)cc1,4,-6,-4,-7,8,1,-23,-0.8,5,2
Cn1c(=O)n(CC(=O)NCC2CCCO2)c(=O)c2c3c(sc21)COC(C)(C)C3 (centres undefined),1,1,4,0,2,-3,5,1.4,8,5
COc1ccc(NC(=O)CN(c2ccc(OC)cc2)S(=O)(=O)c2ccc(OC)c(OC)c2)cc1,0,2,-3,-2,11,-2,-4,1.6,12,u
CC(OC(=O)CCCN=C1NS(=O)(=O)c2ccccc21)C(=O)Nc1ccc(F)cc1Cl (centres undefined),x,4,6,13,x,6,-3,0.3,-2,6
O=C(NCCN1CCCCC1)c1ccc(F)cc1Cl,7,-5,5,6,4,5,-11,0.9,-2,-7
O=C(N/N=C\C=C\c1ccc2c(c1)OCO2)C1COc2cc3ccccc3cc2O1 (centres undefined),-3,-2,3,6,28,3,x,-0.2,3,3
O=C(OCC(=O)C12CC3CC(CC(C3)C1)C2)c1ccc(CO)cc1,x,5,1,5,x,-5,0,1.3,-2,4
COc1ccc(C2(C#N)CCN(C)CC2)cc1,4,1,2,-7,-2,0,-6,0.3,7,-1
Cc1ccc(Cl)cc1N1CCN(C(=S)NCc2ccco2)CC1,5,-8,0,10,15,1,-8,-0.1,-1,-4
C=C1CCN(C(CC(C)C)C(=O)OC)S(=O)(=O)c2ccccc21 (centres undefined),x,2,-3,6,14,-7,-4,-0.6,-2,2
O=C(Cc1ccccc1)N/N=C\c1ccc(Br)o1,-1,-3,x,x,8,x,x,0.4,3,-1
COCCn1c(SCC(=O)NCCCN2CCCC2=O)nc2ccccc2c1=O,x,0,5,3,x,2,-5,-0.3,8,-1
CCOC(=O)c1cc(C(=O)OCC)cc(-n2c(C)cc(C(=O)CN3CCOCC3)c2C)c1,1,3,-2,9,-12,6,-6,0.3,-5,-4
COc1ccc(CC(=O)Nc2ccc(C#N)c(Cl)c2)cc1S(=O)(=O)N1CCOCC1,6,2,7,-6,-16,6,-13,-0.8,4,-1
Cc1cc(NC(=O)C23CC4CC(C2)CC(n2cnc([N+](=O)[O-])n2)(C4)C3)no1,2,-2,1,2,20,3,0,-0.2,8,2

# Compound activity as filed in PubChem BioAssay.
